# Assay outcomes as filed in PubChem BioAssay.
# LGR2 antag: Drosophila LGR2 receptor signaling inhibition; HEK293 LGR2, CRE-luciferase, bursicon-stimulated, 4 h; inhibition, % at 9.99 µM; hit rate 0.35% among 380,000; AID 720647;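 active = drop in luminescence signal, shown as inhibition above about 50% in the replicate tests, limit read from the data, passing the limit was not always enough; inconclusive = probably only some replicates passing the limit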;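 also: agonist challenge used bursicon conditioned medium at about half maximal strength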
# FN deposit inh: fibronectin deposition inhibition; AH1F fibroblasts, Alexa488-fibronectin deposition fluorescence, overnight; inhibition, % at 12.6 µM; hit rate 0.086% among 350,000;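 active = mean inhibition across replicates of 30% or more, regardless of how many single replicates reach that level; inconclusive = mean under 30% yet at least half of replicates reach 30%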;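 also: positive control wells lacked labelled fibronectin entirely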
#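 material = AH1F fibroblast monolayer depositing Alexa488-labelled fibronectin into matrix | amount = 10000 AH1F cells/well | buffer or medium = DMEM plus 2% serum, read in PBS | incubation = 1 h cell adhesion before compound, then overnight fibronectin incubation | detection = fluorescence at 485 nm excitation, 525 nm emission | evaluation = percent inhibition as loss of matrix-bound fibronectin fluorescence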
# PglD inh: inhibitors of Campylobacter jejuni PglD acetyltransferase; purified PglD enzyme, DTNB colorimetric CoA detection; inhibition, % at 12.5 µM; hit rate 0.098% among 360,000; AID 602405; in the data active = inhibition above about 16%, passing the limit was not always enough; inconclusive = no clear call, values can overlap the other calls; also: strong numbers were not always called active
# EWS-Fli block: EWS/Fli transcriptional activity inhibition; AID 651661; inhibition, % at 12.6 µM; hit rate 0.67% among 350,000; A673 NR0B1-luciferase reporter, viability-normalised;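 active = mean inhibition of at least 50% after viability correction, with every replicate also passing that limit; inconclusive = mean reaches 50% but only one of two replicates passes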;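 also: firefly luciferase signal divided by Alamar Blue viability fluorescence both relative to DMSO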
# PAX8 reporter: lowers PAX8-driven luciferase in RMG-I cells | RMG-I TPO-luciferase reporter, SteadyGlo, 24 h | inhibition, % at 12.6 µM | hit rate 1.2% among 360,000;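 active = mean replicate inhibition at least 60% with every replicate also reaching 60%; inconclusive = only one of the two criteria is met; inactive = mean below 60% and not all replicates reaching 60%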;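 also: luciferase light reporting Pax8 driven TPO promoter activity; plate controls were median of neutral control wells for no effect and mitoxantrone controls for full effect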
# S100A4 MyoIIA: inhibitors of human S100A4 binding to myosin IIA peptide | AID 652163 | hit rate 0.14% among 360,000 | inhibition, % at 10.7 µM | P26447 | S100A4/TAMRA-MyoIIA peptide fluorescence polarization;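 active = mean inhibition of at least 70% across replicates, with every replicate also reaching that level; inconclusive = mean inhibition reaches 70% but some replicates fall short; inactive = mean inhibition below 70%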
# Target sequence (P26447 whole entry, looked up): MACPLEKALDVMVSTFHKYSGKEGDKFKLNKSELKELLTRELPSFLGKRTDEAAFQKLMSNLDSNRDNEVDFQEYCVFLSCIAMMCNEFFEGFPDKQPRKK
#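 Material: S100A4 monomer protein / Buffer or medium: 50 mM HEPES pH 7.2, 10 mM CaCl2, 100 mM KCl / Times: 5 min incubation before reading / Benchmarks: neutral control DMSO, positive control TFP / Reagent: labelled myosin peptide probe, 5 nM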
# PGC1a acetyl inh: PGC1a acetylation modulation, inhibitor mode; AID 651687; U2OS PGC1a acetylation, AlphaScreen anti-acetyl-lysine; with virally co-expressed GCN5 acetyltransferase; hit rate 0.17% among 350,000; inhibition, % at 15.6 µM;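 active = every replicate shows inhibition of at least 40%; inconclusive = mean inhibition at least 40% but some replicate below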;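 also: 0% = neutral control wells and 100% = positive control wells; some results beyond the cut were filed as inactive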
# ERAP1 inh: blocks human ERAP1 aminopeptidase activity; Q9NZ08; recombinant ERAP1, Leu-AMC fluorescence, 60 min; inhibition, % at 10.7 µM; hit rate 0.15% among 340,000; AID 652197;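 active = mean replicate inhibition of at least 30%, or all replicates individually reaching that 30% level; inactive = mean below 30% and not every replicate reaching it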;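 also: 0% = neutral control wells and 100% = L-leucinethiol positive control wells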
# Target sequence (Q9NZ08 whole entry, looked up): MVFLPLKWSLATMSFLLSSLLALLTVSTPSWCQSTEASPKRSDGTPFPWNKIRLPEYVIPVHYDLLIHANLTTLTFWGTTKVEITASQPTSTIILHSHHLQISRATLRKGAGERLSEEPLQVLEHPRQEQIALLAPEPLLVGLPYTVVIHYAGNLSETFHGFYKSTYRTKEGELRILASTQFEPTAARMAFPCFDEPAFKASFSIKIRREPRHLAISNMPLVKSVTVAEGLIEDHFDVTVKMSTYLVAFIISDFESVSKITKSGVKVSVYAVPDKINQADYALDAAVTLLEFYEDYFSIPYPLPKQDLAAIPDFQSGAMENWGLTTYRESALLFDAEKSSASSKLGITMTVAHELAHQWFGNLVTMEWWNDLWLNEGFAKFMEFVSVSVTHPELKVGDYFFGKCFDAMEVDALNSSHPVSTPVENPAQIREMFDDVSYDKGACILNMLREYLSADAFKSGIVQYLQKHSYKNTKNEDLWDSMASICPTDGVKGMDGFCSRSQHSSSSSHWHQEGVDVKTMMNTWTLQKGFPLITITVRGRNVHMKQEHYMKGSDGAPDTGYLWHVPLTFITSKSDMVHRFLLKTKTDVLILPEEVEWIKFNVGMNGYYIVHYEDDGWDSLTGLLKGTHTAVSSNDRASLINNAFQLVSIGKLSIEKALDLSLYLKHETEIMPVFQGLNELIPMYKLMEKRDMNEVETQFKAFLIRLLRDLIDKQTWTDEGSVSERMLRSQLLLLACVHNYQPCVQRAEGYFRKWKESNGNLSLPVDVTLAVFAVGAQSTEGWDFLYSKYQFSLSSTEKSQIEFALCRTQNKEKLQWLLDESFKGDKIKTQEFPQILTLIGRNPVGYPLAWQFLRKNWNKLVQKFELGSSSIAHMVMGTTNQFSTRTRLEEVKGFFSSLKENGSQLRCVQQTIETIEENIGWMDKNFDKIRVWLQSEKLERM
# * hit, by the source's call; ? = inconclusive; . = not tested or not shown; & = joins results of further samples.
compound	LGR2 antag	FN deposit inh	PglD inh	EWS-Fli block	PAX8 reporter	S100A4 MyoIIA	PGC1a acetyl inh	ERAP1 inh
O=C(c1ccccc1F)N1CC(=O)N2[C@H](CO)[C@H](c3ccc(-c4cccnc4)cc3)[C@H]2C1	-15.1	.	.	1.2	-28.0	-24.0	4.4	-1.3
COCCNC(=S)N(CCc1c(C)[nH]c2ccc(C)cc12)Cc1cccnc1	18.4	7.7	1.5	0.4	6.5	-3.5	4.7	0.0
CCC(=O)Nc1nc2ccc(NC(=O)c3cc(OC)c(OC)c(OC)c3)cc2s1	1.9	0.0	-9.5	3.4	23.6	5.4	-9.2	3.4
CC(C)NC(=O)N(C)C[C@H]1Oc2c(NC(=O)c3ccc(-c4nccs4)cc3)cccc2C(=O)N([C@H](C)CO)C[C@H]1C	-20.5	.	3.0	-13.1	.	-9.6	1.7	-1.4
Cc1ccc(S(=O)(=O)Nc2cccc3c2O[C@@H](CN(C)C(=O)Nc2cccc4ccccc24)[C@@H](C)CN([C@H](C)CO)C3=O)cc1	1.7	.	.	-13.6	8.8	.	10.4	.
c1ccc2c(Nc3nc(-c4ccncc4)nc4ccccc34)cccc2c1	.	21.8	3.1	27.3	49.1	-0.5	-5.0	-5.1
COc1ccc(CNC(=O)CSc2nc(C)cs2)cc1	22.5	.	.	-1.9	-19.6	0.2	-6.2	0.2
O=C(C[C@@H]1C=C[C@H](NC(=O)Nc2ccc(F)cc2)[C@H](CO)O1)NCc1cccc(F)c1	-5.6	-0.8	-2.5	-1.7	.	0.9	-4.9	0.7
CO[C@H]1CN(C)C(=O)c2ccc(NC(=O)c3ccc4c(c3)OCO4)cc2OC[C@@H](C)N(CC2CC2)C[C@H]1C	-11.2	-10.2	-3.8	-4.4	8.6	1.2	-0.1	-2.4
OC[C@@H]1CN(Cc2ccccc2)C[C@H](n2cnc3c(NCc4ccc(F)cc4)ncnc32)O1	-37.1	-14.1	-0.5	-61.3	-15.5	-6.1	?	8.2

# The results go on:
compound	LGR2 antag	FN deposit inh	PglD inh	EWS-Fli block	PAX8 reporter	S100A4 MyoIIA	PGC1a acetyl inh	ERAP1 inh
CCC(=O)Nc1ccc2c(c1)OC[C@@H](C)N(CC1CCCCC1)C[C@H](C)[C@@H](OC)CN(C)C2=O	0.7	3.2	.	7.2	5.9	.	-8.5	.
Cc1ccc(-c2nc(CS(=O)(=O)CC(=O)NCCN3CCCC3)c(C)o2)cc1	-8.3	4.6	0.2	.	18.9	-2.7	.	-0.4
CN(C)CCCNC(=O)c1ccccn1	.	6.9	2.1	.	-7.1	.	-6.3	.
CNC[C@H]1Oc2ncc(C#CCC(C)C)cc2C(=O)N([C@H](C)CO)C[C@H]1C	-5.4	4.4	-0.6	-2.7	.	-26.3	-6.1	1.9
Cc1cc(C)cc(C(=O)NCCCN2CCOCC2)c1	13.7	4.3	4.0	6.8	-7.2	-4.6	5.1	-1.3
Nc1[nH]c(=O)[nH]c(=O)c1N=Nc1ccc(C(=O)O)cc1	10.2	3.5	-16.3	-3.8	2.5	-2.8	1.3	-4.0
O=C(CCc1nc2ccccc2c(=O)[nH]1)N1CCN(S(=O)(=O)c2cc(Cl)ccc2Cl)CC1	-8.2	3.4	4.5	-9.3	9.4	-0.6	10.1	0.2
Cc1ccc(NC(=O)Cn2ncn3c(cc4ccccc43)c2=O)c(C)c1	15.2	-1.4	0.5	.	29.5	-9.5	2.2	-6.4
COCCn1c(SCC(=O)Nc2ccc(Cl)cn2)nnc1-c1ccncc1	7.3	1.8	.	1.9	20.2	0.7	-23.2	6.0
CCOc1ccc(OCCC(=O)N(CC(C)C)c2c(N)n(Cc3ccccc3)c(=O)[nH]c2=O)cc1	4.7	-2.8	1.0	2.4	5.3	-7.8	4.5	-0.1

# Later entries
compound	LGR2 antag	FN deposit inh	PglD inh	EWS-Fli block	PAX8 reporter	S100A4 MyoIIA	PGC1a acetyl inh	ERAP1 inh
C[C@H]1CN([C@@H](C)CO)C(=O)c2cc(C#CC3CCCC3)cnc2O[C@@H]1CN(C)C(=O)Cc1ccccn1	-11.6	.	3.2	30.0	-9.3	-8.3	2.4	0.6
C[C@H](CO)N1C[C@H](C)[C@@H](CN(C)C(=O)C2CCCCC2)Oc2cc(C#CCN(C)C)ccc2S1(=O)=O	0.1	-11.7	1.3	-9.5	5.3	-6.7	-1.3	1.8
Cc1c(Cl)c([N+](=O)[O-])nn1CC(=O)Nc1ccc2c(c1)OCO2	1.6	6.2	.	13.9	-1.1	0.7	.	-1.3
C[C@@H]1CN([C@H](C)CO)C(=O)c2cc(NC(=O)NC3CCCCC3)ccc2O[C@@H](C)CCCCO[C@@H]1CN(C)Cc1ccc2c(c1)OCO2	15.4	.	0.0	11.8	20.1	7.2	1.3	0.0
Cc1cc(/C=C2\SC(=O)NC2=O)c(C)n1-c1ccc(N2CCOCC2)cc1	1.3	13.0	3.2	-5.3	-3.8	-9.2	1.8	66.6*
C[C@H](CO)N1C[C@H](C)[C@H](CN(C)C(=O)c2ccncc2)OCCCC[C@H](C)Oc2ccc(NC(=O)NC3CCCCC3)cc2C1=O	-6.1	.	-0.5	-4.2	8.2	.	6.5	.
CC(C)C(NC(=O)CCNC(=O)c1ccccc1Cl)c1nc2ccccc2[nH]1 (stereo not given)	0.1	4.0	-2.2	2.3	3.3	16.9	33.8	-2.5
CCOC(=O)Nc1ccc2c(c1)N(C(=O)N1CCN(C)CC1)c1ccccc1CC2	-6.8	4.3	.	-2.8	-6.3	9.5	.	.
O=[N+]([O-])c1ccccc1/C=C/CN1CCCCC1CO (stereo not given)	19.3	1.9	3.8	13.4	-17.4	-3.0	.	5.3
C[C@@H]1CN([C@@H](C)CO)S(=O)(=O)c2ccc(C#CC3CCCC3)cc2O[C@H]1CN(C)S(C)(=O)=O	-4.5	.	-0.6	17.4	.	-1.0	0.5	-2.3

# Remaining list, next part.
compound	LGR2 antag	FN deposit inh	PglD inh	EWS-Fli block	PAX8 reporter	S100A4 MyoIIA	PGC1a acetyl inh	ERAP1 inh
CCCN1[C@@H]2c3ccc(-c4ccccc4)c(=O)n3C[C@H]1[C@H](CO)[C@H]2C(=O)NCCc1cn(C)cn1	-6.7	.	-2.4	-4.9	-1.9	-16.1	.	1.0
COC(=O)CCCC(=O)N1CCC(CCC(=O)NC2CC2)CC1	-2.8	10.7	4.8	-8.5	-0.1	-1.8	.	-1.6
CCCCC(=O)N(C)c1c(C)nc2ccc(C(=O)N3CCN(S(=O)(=O)CC)CC3)cn12	-5.6	.	3.9	-2.6	5.5	1.8	4.6	-1.2
C=CCn1c(C)cc(C(=O)COC(=O)CNC(=O)c2ccccc2)c1C	47.1	2.6	.	4.7	-16.2	3.8	.	-0.6
O=C(N[C@H]1C=C[C@H](CC(=O)N2CCC(Cc3ccccc3)CC2)O[C@H]1CO)c1cnccn1	-7.6	-7.6	0.5	.	.	-1.0	-7.9	2.2
COc1ccc(NC(=O)N(C)C[C@H]2Oc3ccc(NC(=O)Nc4ccc(F)cc4)cc3CC(=O)N([C@H](C)CO)C[C@H]2C)cc1	-0.8	.	7.5	-7.6	.	6.0	-2.0	3.5
COc1ccc(NC(=O)N2C[C@H]3[C@@H](c4ccccc42)[C@@H](CO)N3C(=O)C2CC2)cc1	-5.6	.	2.8	-0.5	-13.4	5.1	3.4	-2.6
O=C(c1cc(-c2ccc(O)cc2)on1)N1CCN(c2ccc(F)cc2)CC1	-3.5	-29.2	6.7	40.8	-7.3	-0.5	4.9	0.7
CSc1ncc(Cl)c(C(=O)Nc2ccc(C)c(C)c2)n1	3.8	2.0	-2.9	-6.0	5.0	2.8	-1.7	-2.9
COc1ccc(Sc2nc(-c3ccccc3)ncc2OC)cc1	-9.2	-3.4	.	-0.6	7.9	-5.0	1.1	-2.9

# Remaining list, next part:
compound	LGR2 antag	FN deposit inh	PglD inh	EWS-Fli block	PAX8 reporter	S100A4 MyoIIA	PGC1a acetyl inh	ERAP1 inh
O=C(Nc1cccc(F)c1)C1CCCN(S(=O)(=O)c2cccc3cccnc23)C1 (stereo not given)	4.7	-0.7	-2.9	1.2	-2.5	3.5	6.0	2.0
C[C@@H]1CN([C@H](C)CO)C(=O)c2cc(NC(=O)Nc3ccc(C(F)(F)F)cc3)ccc2O[C@H]1CN(C)Cc1ccc(Cl)c(Cl)c1	15.4&20.1	-20.4&9.0	-0.4&-0.6	37.2&1.1	6.8	-10.8&-4.2	4.7	-1.6
Cc1c(OCC(=O)NCc2cccnc2)ccc2c3c(c(=O)oc12)CCCC3	-9.0	-11.3	4.1	.	-19.3	-3.8	-9.1	2.3
O=C(Nc1ccc(F)c([N+](=O)[O-])c1)c1cccs1	-18.4	-5.0	1.3	20.2	4.3	-3.6	.	-0.3
O=S(=O)(N[C@H]1CC[C@H](CCn2cc(-c3cccc(F)c3)nn2)O[C@@H]1CO)c1ccc(Cl)cc1	11.6	.	2.0	13.3	29.1	1.4	-15.2	-0.9
Cc1ccc(-n2c(C)cc(C(=O)CN3CCCCC3)c2C)cc1	.	-6.0	.	-20.7	-21.7	-2.6	.	2.2
C[C@@H]1CN([C@@H](C)CO)C(=O)Cc2cc(NS(=O)(=O)c3ccc(F)cc3)ccc2O[C@@H]1CN(C)C(=O)Nc1ccc(F)cc1	12.6	.	12.7	2.8	.	-9.6	6.2	-2.5
COC(=O)Cc1nnn2c1CC(OC)c1ccccc1-2 (stereo not given)	11.1	2.2	.	1.1	18.0	-2.1	.	-1.5
CC/C(=N\NC(=S)NC(C)C)c1ccc(OC(F)F)cc1	0.8	.	.	10.4	12.9	-13.8	4.3	-2.0
C[C@H]1CN([C@@H](C)CO)C(=O)c2cccc(N(C)C)c2O[C@@H]1CN(C)C(=O)Nc1ccccc1	-4.3	13.9	6.2	-3.8	-4.3	-2.7	3.4	4.9

# More records follow:
compound	LGR2 antag	FN deposit inh	PglD inh	EWS-Fli block	PAX8 reporter	S100A4 MyoIIA	PGC1a acetyl inh	ERAP1 inh
CC(=O)N1CCN(S(=O)(=O)c2cccc(C(=O)Nc3ccccc3N3CCCCC3)c2)CC1	5.7	-4.3	-2.4	21.0	13.1	-4.5	-12.9	1.2
Cc1ccccc1S(=O)(=O)N1[C@@H](C#N)[C@@H](c2ccc(-c3ccc(F)cc3)cc2)[C@@H]1CO	3.2	6.9	-2.9	-2.3	-3.9	-7.1	-8.6	-2.0
Cc1cc(C(=O)Nc2nc3c(s2)CCCC3)cs1	14.3	-2.0	-6.5	.	.	.	-2.7	.
CCOc1ccc(N=C2NC(=O)/C(=C/C(=O)OC)S2)cc1	-2.8	0.0	-9.9	.	8.5	.	11.8	.
N#Cc1ccc(NC(=O)Cn2cnc([N+](=O)[O-])c2)cc1	2.3	-0.3	-8.0	25.6	8.2	-0.9	8.6	-0.5
Cc1cc(C)cc(Oc2c(C(F)(F)F)oc3cc(OCC(=O)O)ccc3c2=O)c1	23.4	1.1	0.5	2.5	-3.0	-2.0	.	-0.8
O=C(NCC[C@H]1CC[C@H](NC(=O)C2CCCC2)[C@@H](CO)O1)Nc1ccc(Cl)cc1	1.3	0.2	2.3	-58.4	-26.9	-14.9	-0.4	1.2
CCOc1ccc(CC(=O)Nc2sc(Cc3ccccc3)cc2C(N)=O)cc1OCC	14.1	.	-6.3	-4.7	.	-2.0	-10.8	-0.8
CC(=O)c1ccc(OCCCC(=O)Nc2cccc(S(=O)(=O)N3CCCCCC3)c2)cc1	10.8	3.0	1.0	14.7	5.1	-1.0	-14.8	-5.7
